Source: PubChem (several laboratories)
HSF1 inhib – HSF1 inhibition | NIH3T3-HGL HSE-luciferase, MG132-induced, luminescence 8 h; stronger effect = lower value | activity change, negative = inhibition, % at 7.5 µM (by protocol) | hit rate 0.77% among 300,000 | AID 2098;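 active = more than half of replicate wells show activity change below -50%, luminescence cut by over half; inconclusive = some wells, but at most half, below -50%; inactive = no replicate well below -50%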;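 also: luciferase reports HSF-1 transcriptional activity via heat shock element; 0% = median of DMSO wells and -100% = zero luminescence signal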
aSyn UTR inh – MLPCN primary screen, SNCA 5' untranslated region; AID 1813; alpha-synuclein 5'UTR reporter, inhibitor activity; hit rate 0.82% among 300,000; inhibition, % (tested at 7.5 µM); in the data active = inhibition above about 60%; inconclusive = no clear call, values can overlap the other calls;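 also: H4 neuroglioblastoma cells stably carrying SNCA 5'UTR luciferase fusion; 0% = DMSO wells and 100% = positive control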
HSP90 refold inh – inhibitors of HSP90 luciferase refolding in rabbit reticulocyte lysate; hit rate 0.91% among 290,000; inhibition, % at 5.6 µM; AID 1789; luciferase refolding luminescence, 3 h;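 active = inhibition above the screen-wide mean plus 3 SD, computed separately per campaign, cut at about 16% in these data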;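 also: 0% = DMSO wells and 100% = 60 µM geldanamycin wells; inhibitors lower the luminescence because luciferase stays unfolded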
KLF5 inh – suppresses KLF5 promoter-driven expression. inhibition, % at 5 µM. hit rate 0.23% among 290,000. DLD-1 KLF5 promoter-luciferase reporter, luminescence;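 active = inhibition above a per-plate limit of that plate's mean compound inhibition plus 3 SD, cut at about 60% in these data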;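 also: 0% = DMSO wells and 100% = LY294002 at 200 µM; higher means less KLF5 promoter-driven luciferase light; inactives centre near -14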
IEC-6 tox – IEC-6 cytotoxicity, counter-screen for KLF5 inhibitors. luminescence viability. inhibition, % at 5 µM. hit rate 0.78% among 290,000; in the data active = inhibition above about 22%;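 also: 0% = plate median of test compound wells and 100% = cytotoxic reference compound wells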
AI-2 QS mod – modulates the Vibrio harveyi AI-2 quorum sensing system | activity change, % at 7.5 µM | Vibrio harveyi JMH597 AI-2 luminescence/OD600 ratio, 9 h; stronger effect = lower value; strain lacks LuxN and CqsS sensors; 0 = neutral-control median | hit rate 0.4% among 300,000; in the data active = activity change below about -75%, passing the limit was not always enough; inconclusive = no clear call, values can overlap the other calls;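 also: luminescence divided by OD600 gain over 9 h not by final OD600 alone; inactives centre near 13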
HIF activator – HIF pathway transcriptional activation | U2OS HRE-luciferase reporter, luminescence; normalized: DMSO 0%, desferrioxamine 100% | activation, % at 7.5 µM (by protocol) | hit rate 0.32% among 300,000;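 active = mean activation of at least 10% of the iron chelator positive control signal, with at least half of replicates also reaching 10%; inconclusive = mean and replicate majority disagree about reaching 10%; inactive = mean and most replicates under 10%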
HDAC3 inh – human HDAC3 inhibition; O15379; recombinant HDAC3, fluorogenic peptide/trypsin coupled, fluorescence; inhibition, % at 8.3 µM; hit rate 0.15% among 320,000; in the data active = inhibition above about 26%, passing the limit was not always enough; inconclusive = no clear call, values can overlap the other calls
Target sequence (O15379 whole entry, looked up): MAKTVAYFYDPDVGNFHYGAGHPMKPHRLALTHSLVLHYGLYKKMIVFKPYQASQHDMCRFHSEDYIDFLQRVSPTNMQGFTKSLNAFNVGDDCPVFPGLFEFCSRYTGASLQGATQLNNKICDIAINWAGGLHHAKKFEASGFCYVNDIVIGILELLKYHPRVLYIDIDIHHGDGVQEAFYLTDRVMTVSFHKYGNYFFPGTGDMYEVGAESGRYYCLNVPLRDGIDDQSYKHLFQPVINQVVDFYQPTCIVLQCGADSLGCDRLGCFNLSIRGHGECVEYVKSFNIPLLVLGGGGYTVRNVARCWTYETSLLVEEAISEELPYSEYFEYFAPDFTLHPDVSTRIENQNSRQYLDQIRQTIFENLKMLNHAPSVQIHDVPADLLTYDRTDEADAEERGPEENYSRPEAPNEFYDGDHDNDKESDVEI
HSF1 activator – increases HSF-1 driven luciferase reporter signal; NIH3T3-HGL HSF-1 luciferase reporter, MG132, 8 h; 100% = twice DMSO control signal; activation, % at 9 µM; hit rate 1.7% among 300,000; AID 504408;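 active = mean replicate activation of at least 50% with a set share of replicates each reaching 50%; inconclusive = only one of those two conditions met; inactive = mean below 50% and too few replicates reaching it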;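 also: 0% = median of the neutral control wells and 100% = twice that signal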
Platelet DG rel – modulates dense granule release in human platelets. AID 1663. human platelet-rich plasma, SFLLRN dense granule ATP release, luminescence. inhibition, %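 (compounds screened at 7.5 µM in platelet-rich plasma)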. hit rate 0.22% among 300,000;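 active = mean replicate score, as percent of positive control, at or above 50; inconclusive = mean below 50 but at least one replicate at or above 50; inactive = mean and every replicate below 50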
Starred values were filed as active, the others as inactive; u = inconclusive; x = no result given; & = joins results of further samples.

SMILES	HSF1 inhib	aSyn UTR inh	HIF activator	AI-2 QS mod	HDAC3 inh	HSP90 refold inh	KLF5 inh	Platelet DG rel	HSF1 activator	IEC-6 tox
Cc1cc(N=Cc2c(O)n(-c3ccc4c(c3)OCO4)c(=O)c3ccccc23)ccn1	-5	2	-1.2	21	-3	2	4	1	8	2
CCCCNC(=O)c1cc2nc3c(c(C(F)(F)F)n2n1)CCc1ccccc1-3	4	10	-0.9	4	6	0	-6	-4	4	0
COc1cc(/C=N/n2cnnc2)ccc1OC(=O)c1ccco1	-5	-6	-0.5	23	27*	0	-5	4	5	2
COc1cccc(CNC(=O)c2csc3c2CCCC3)c1	2	5	0.0	14	0	-5	-27	9	-1	5
COc1ccc(S(=O)(=O)c2nnn(-c3cccc(OC)c3)c2N)cc1	-14	26	0.7	-68	-4	1	-20	-9	-1	-9
C=CCNC(=O)C(C#N)c1nc2ccccc2nc1N1CCCCCC1 (centres undefined)	8	21	-0.2	36	-3	6	-27	3	-3	0
CCn1ncc(CN2CCN(Cc3cccc(OC)c3)C(CCO)C2)c1C (centres undefined)	6	-44	-0.1	28	1	-6	-18	0	-4	-5
CCN(CC)S(=O)(=O)c1cccc(NC(=O)CNC2CCCCCC2)c1	-2	-2	-0.7	22	2	3	0	11	13	2
Cc1ccc(NC(=O)c2cc(-c3cc(Cl)ccc3O)n[nH]2)cc1C	0	-25	-32	36	-1	-2	-33	15	-8	1
CCC1(CC)NC(=O)N(CC(=O)OCC(=O)Nc2ccc(F)c(F)c2F)C1=O	0	-9	-0.1	6	-12	-1	-24	15	0	-4
COC(c1ccccc1)c1nnc(CCC(=O)NC2CCCCC2)o1 (centres undefined)	6	-12	1.0	0	1	2	-3	-1	-2	1
CC(C(=O)NCc1cccc(Cl)c1)N1C(=O)c2ccccc2C1=O (centres undefined)	1	7	-0.5	16	7	2	-22	2	4	2
O=C(CSc1nnc2sc3ccccc3n12)c1ccco1	4	-118	x	16	0	0	-45	-2	18	-3
Cc1cccc(Nc2nnc(SCC(=O)NC(=O)Nc3ccc4c(c3)OCCO4)s2)c1	16	-95	0.8	17	-1	4	-18	13	32	-3
CCOc1cc(/C=N/NC(=O)c2ccccn2)ccc1OC(=O)c1cccs1	7	-47	1.7	7	-3	-1	-37	7	16	-6
Cc1ccc(C)c(NC(=O)COc2coc(CN3CCc4ccccc43)cc2=O)c1	4	7	0.1	23	x	x	x	2	0	x
NC(=O)Cn1ccc(O)c(Cc2ccc(Cl)cc2Cl)c1=O	-8	25	-1.7	15	-1	1	-21	1	7	2
COc1ccc(Cc2nnc(NC(=O)CSc3ccccc3)s2)cc1	-10	26	0.0	20	8	0	-23	-7	-10	-7
C[C@H](NC(=O)N1CCn2c1nc1ccccc12)C(=O)NCc1ccc(F)cc1	13	37	0.3	28	-6	0	-13	-22	30	8
COc1ccc2c(Cl)c(-c3nnc(SCC(=O)c4ccccc4)n3C)sc2c1	5	13	0.4	-1	-3	4	-3	3	11	11
Cc1nc2sccn2c(=O)c1CCN1CCC(=C(c2ccc(F)cc2)c2ccc(F)cc2)CC1	0	-5	-0.5	12	3	5	-16	-2	-6	0
Cc1ncc(CO)c(/C=N/NC(=S)Nc2cccc(Cl)c2)c1O	21	4	0.6	-3	-6	-1	15	-4	19	1
CCCC(C)C(=O)Nc1nnc(CCc2ccccc2)s1 (centres undefined)	3	5	1.3	6	7	-2	-5	10	0	0
Brc1cc2c(cc1CN1CCc3ccccc3C1)OCO2	14	13	0.3	6	4	-4	-8	-5	10	3
CN(C)S(=O)(=O)c1ccc(NC(=O)c2c(F)cccc2Cl)cc1	5	2	-0.2	-62	-6	-1	-15	4	-14	-2
Cc1nnc2sc(-c3ccncc3)nn12	-3	3	-0.4	-2	1	3	9	1	5	5
N=c1c2c3c(sc2ncn1Cc1ccco1)CCCCC3	1	-25	0.4	11	3	-2	-12	10	8	4
CCOc1cc(/C=C2\C(=N)N3N=C(C)SC3=NC2=O)ccc1OCCOc1ccccc1	-41	8	0.1	20	2	-6	-24	0	-54	-7
O=C(NN1CCOCC1)c1ccccc1F	-7	10	-0.5	24	6	0	-12	-2	1	6
Cc1ccc(CN2CCNC(=O)C2CC(=O)NC2CCCCCC2)cc1 (centres undefined)	-12	10	-0.1	-10	x	5	-24	-10	-16	7
COc1ccc(S(=O)(=O)N2CC(C(=O)O)Oc3ccc(Cl)cc32)cc1 (centres undefined)	-1	6	-0.4	9	5	-5	-21	0	1	-4
CC1CC(C)CN(C(=O)COC(=O)c2cc3ccccc3cc2O)C1 (centres undefined)	0	2	0.0	18	-3	-2	-20	1	-8	2
Cn1nc(N)nc1N1CCN(c2ccc(F)cc2)CC1	-6	16	-0.6	16	-6	-2	-29	8	1	-2
COc1cccc(/C=N/NC(=O)CCCC(=O)NC2CCCCC2)c1	-8	19	-1.0	5	-4	-3	-14	-9	7	1
Cc1c(CCO)c(=O)n(-c2ccccc2)n1S(=O)(=O)c1ccc([N+](=O)[O-])cc1	-6	-10	-0.1	13	1	0	2	1	-3	4
Cc1cc(N/N=C/c2ccc(O)cc2)nc(NS(=O)(=O)c2ccccc2)n1	-21	55	-0.9	7	5	6	5	11	-9	1
CCC(C)[C@H](NC(=O)c1cc2cc(Cl)ccc2n1C)C(=O)N1CCC(C(=O)O)CC1 (some centres undefined)	-6	2	0.5	2	-9	8	-15	0	3	-3
FC(F)(F)c1cnc(COc2ccc(Cl)cc2Cl)c(Cl)c1	-2	-82	0.4	4	7	-3	-13	-16	13	-5
O=C(Nc1ccccc1)c1cnc2n(c1=O)CCS2	7	-100	1.1	-11	-3	-2	-28	25	17	0
CCOc1ccc(CCNC(=O)COC(=O)Cc2ccc(OC)c(OC)c2)cc1OCC	-4	12	0.3	22	2	x	x	6	0	x
COc1cc2c(cc1OC)C(c1cccs1)N(C(=O)C(C)C)CC2 (centres undefined)	-2	-15	-0.4	0	1	0	-1	6	-5	-1
O=C(O)CSc1nc2ccccc2nc1Cc1ccccc1F	23	10	-1.0	23	7	-4	-51	3	54*	18
CCCC1=NN2C(=N)/C(=C\c3ccc(SCc4ccco4)o3)C(=O)N=C2S1	3	-7	-0.5	44	1	6	-28	9	-12	-11
CCN(CC(=O)NCc1ccco1)S(=O)(=O)c1ccc(F)cc1	-6	4	-0.5	5	2	-1	8	16	-27	-4
COc1ccccc1N=Nc1c(C)noc1C	3	6	0.2	21	-1	0	-12	-17	-11	-1
COc1cc(C2NC(=O)C(C#N)=C(Nc3cccc(C)c3)S2)ccc1O (centres undefined)	-5	20	-0.9	10	1	2&-2	-12&-2	-2	-10	4&1
COc1ccc(N(CC(=O)NC2CCCCCCC2)S(=O)(=O)c2c(C)nn(C)c2C)cc1	-61*	5	-0.2	-9	2	-4	-29	-1	-69	-4
COc1ccc(NC(=S)NNC(=O)CNc2ccc(Cl)cc2)cc1	-4	4	-0.3	-5	18	-1	-25	0	0	2
CCCOC(=O)c1ccc(Oc2c(-c3ccc(OC)cc3O)n[nH]c2C)cc1	10	12	-0.7	44	u	-3	-15	17	13	0
Cc1cc(C(=O)OCC(=O)N2CC(=O)Nc3ccccc32)c(C)n1-c1ccccc1	7	-10	1.3	7	7	5	-16	-4	16	4
Fc1ccc(NC(=S)Nc2ccc(F)c(Cl)c2)cc1Cl	-2	-26	3.3	11	u	4	-6	0	-3	5
CCO[C@H]1OC(C(=O)NC2CC2)=C[C@@H](c2ccccc2)[C@@H]1CCCO	10	15	1.4	12	-5	x	x	0	3	x
CC(=O)Nc1ccc2sc(C)nc2c1	13	3	-0.2	5	-6	-1	-10	15	42	-4
Cc1ccc(NC(=O)C2COc3ccccc3O2)cc1C (centres undefined)	1	-171	4.1	11	-4	-3	-82	-5	15	0
COc1ccc(CNC(=O)C(=O)NCC2OCCN2S(=O)(=O)c2cccs2)cc1 (centres undefined)	-5	-7	0.1	29	0	-4	-17	7	3	4
Cc1cccc(OCCn2c(=O)sc3ccccc32)c1	x	x	x	20	2	-2	-173	x	x	1
Cc1ccsc1/C=N/NC(=O)CNC(=O)c1ccc(S(=O)(=O)N(C)C)cc1	8	-11	-0.6	17	6	1	7	3	29	-1
Cn1ncc2c(Nc3ccc(O)cc3)nc(Cl)nc21	-10	42	0.8	7	9	0	-21	0	-8	1
Cc1ccc(Cl)cc1N1CCN(C2CCCCC2NS(=O)(=O)c2ccccc2)CC1 (centres undefined)	43	-1	x	25	-1	4	-2	3	76*	7
CCc1ccc(-n2c(C)cc(/C=N/NC(=O)c3ccncc3)c2C)cc1	-12	21	-0.7	28	4	1	-31	-1	-4	2
Fc1ccc(CSc2nnc(-c3cccs3)o2)cc1	30	-88	2.3	-89*	0	-1	1	-1	41	0
COc1ccccc1CNS(=O)(=O)c1cc(-c2cc(C)no2)ccc1C(C)C	-2	11	x	19	u	10	-23	-9	-2	-1
Cc1nc(Nc2ccccc2)[nH]c(=O)c1CCC(C)C	-8	-20	0.1	15	-2	-5	-24	0	-7	2
